Dengue inhibitors – Dengue virus cytopathic effect inhibitors, cell-based, CPE readout, HTS (AID 540333); Dengue virus CPE inhibition in host cells; stronger effect = higher value; CPE inhibition, % at 20 µM; actives 3.1% (n = 10,000); in the data active = CPE inhibition mostly above about 9.1%, no sharp cut-off; inactive = mostly below about 7.2%
* = called active by the depositor; i = inactive. An excerpt; rates above refer to the full screens.

cpd	smiles	Dengue inhibitors
1	C/C(=N\N=C1\NC(=O)CC(C(=O)O)S1)c1ccc(F)cc1 (centres undefined)	0.3
2	COc1ccc(-c2nc(NC(=O)c3ccc(OCC(=O)Nc4ccc(F)cc4)c(OC)c3)sc2C)cc1	12.6*
3	C=CCN(C)NC(=S)Nc1ccccc1	0.7
4	Cc1cccc(-n2ccnc2SCC(=O)N2CCCc3ccccc32)c1C	1.5
5	C=CCC(C(=O)Oc1c(C(C)(C)C)cc(C)cc1C(C)(C)C)c1ccccc1 (centres undefined)	12.5*
6	CCCCOc1ccc(/C=C/C(=O)OCC(=O)NC(=O)NCC(C)C)cc1OCC	i
7	O=C(/C=C/c1ccccc1)NCCSCc1ccccc1	i
8	COc1ccc(NC(=S)NCC2CCCO2)c(C)c1 (centres undefined)	0.1
9	CCN1CCN(Cc2c(O)ccc3c2O/C(=C\C=C\c2ccccc2OC)C3=O)CC1	i
10	CCOC(=O)c1c(NC(=O)c2cnn3c2NC(c2cccc(OC)c2)CC3C(F)(F)F)sc2c1CCCC2 (centres undefined)	0.2
11	Cc1ccc(C(=O)N2CCOCC2)cc1[N+](=O)[O-]	i
12	O=C(N/N=C/c1ccccc1F)NC1CCCCC1	0.4

(listing goes on)
cpd	smiles	Dengue inhibitors
13	CCC(Sc1ncnc2c1c(-c1ccccc1)cn2-c1ccc(OC)cc1)C(=O)OC (centres undefined)	2.7
14	O=C(CSc1nnc(-c2ccccc2O)n1Cc1ccccc1)NNC(=O)c1ccccc1O	i
15	CC(C)=NOc1cc(NC(=O)CCl)cc([N+](=O)[O-])c1	i
16	Cc1ccc(S(=O)(=O)N2CCN(CC(=O)N/N=C\c3cccnc3)CC2)cc1	0.1
17	Cc1nn(Cc2ccc(F)cc2)c2sc(C(=O)Nc3ccccc3N3CCOCC3)cc12	0.4
18	COC(=O)c1sccc1NC(=O)COc1ccccc1Cl	1.7
19	C/C=C/C(=O)Nc1cccc(C(F)(F)F)c1	0.0
20	O=C(O)c1ccc(CSc2nc(-c3ccccc3)cc(C(F)(F)F)n2)cc1	i
21	COc1ccc(C(O)P(=O)(OCC(C)C)OCC(C)C)c(OC)c1 (centres undefined)	i
22	Cc1ccc(S(=O)(=O)N2CCC(=O)N(CCOCc3ccccc3C)CC2)cc1	i
23	Cc1nn(-c2ccccc2)c2c1C(c1cccc([N+](=O)[O-])c1)N(c1ccccc1)C(=O)N2 (centres undefined)	i
24	CN1CCC(NC(=O)Cc2c(F)cccc2Cl)CC1	0.9

New compounds follow:
cpd	smiles	Dengue inhibitors
25	Cc1ccc(S(=O)(=O)N2CCCCC2)cc1NC(=O)c1ccc2ccccc2n1	i
26	O=[N+]([O-])c1cccc(S(=O)(=O)NCCCN2CCOCC2)c1	i
27	CC(Oc1ccccc1F)C(=O)NN (centres undefined)	i
28	COc1ccc(NC2=C(Cl)C(=O)N(CCc3ccccc3)C2=O)c(OC)c1	11.6
29	COCCNC(=O)/C(C#N)=C/C(C)=C/c1ccccc1	1.1
30	COc1ccc(C)cc1NC(=O)C(Sc1nnc(Nc2cc(C)ccc2OC)s1)c1ccccc1 (centres undefined)	1.1
31	NC(=O)CC(NC(=O)Cc1ccc(Br)cc1)c1ccc(NCC2CC2)c([N+](=O)[O-])c1 (centres undefined)	i
32	Cc1ccc(/C=N/NC(=O)CSc2nnc(-c3ccc(Cl)cc3)n2-c2ccccc2)o1	2.0
33	C[N+](C)(CC#Cc1ccccc1)CC(=O)c1ccccc1	0.4
34	O=C(NC(=S)NCC1CCCO1)c1cccc([N+](=O)[O-])c1 (centres undefined)	i
35	C=CCNC(=S)NNC(=O)COc1c(Cl)cc(Cl)cc1Cl	0.0
36	CC(=O)Nc1ccc(OCC(O)CN2C(C)CCCC2C)cc1 (centres undefined)	i

Among those listed so far, 3 have a CF3 group.
cpd	smiles	Dengue inhibitors
10	CCOC(=O)c1c(NC(=O)c2cnn3c2NC(c2cccc(OC)c2)CC3C(F)(F)F)sc2c1CCCC2 (centres undefined)	0.2
19	C/C=C/C(=O)Nc1cccc(C(F)(F)F)c1	0.0
20	O=C(O)c1ccc(CSc2nc(-c3ccccc3)cc(C(F)(F)F)n2)cc1	i

The main list resumes; the five compounds before the break are reprinted first.
cpd	smiles	Dengue inhibitors
32	Cc1ccc(/C=N/NC(=O)CSc2nnc(-c3ccc(Cl)cc3)n2-c2ccccc2)o1	2.0
33	C[N+](C)(CC#Cc1ccccc1)CC(=O)c1ccccc1	0.4
34	O=C(NC(=S)NCC1CCCO1)c1cccc([N+](=O)[O-])c1 (centres undefined)	i
35	C=CCNC(=S)NNC(=O)COc1c(Cl)cc(Cl)cc1Cl	0.0
36	CC(=O)Nc1ccc(OCC(O)CN2C(C)CCCC2C)cc1 (centres undefined)	i
37	O=C(Nc1ccc(C(F)(F)F)cc1-c1ccccc1)c1ccccc1	i
38	COc1cccc(C(c2sc3nc(C)nn3c2O)N2CCC3(CC2)OCCO3)c1 (centres undefined)	1.3
39	S=C(Nc1ccc(Cl)cc1)c1nc2ccccc2[nH]1	0.7
40	Cc1c(C(=O)N2CCc3ccccc3C2)oc2ccc(S(=O)(=O)N3CC(C)CC(C)C3)cc12 (centres undefined)	6.4
41	COCC(=O)Nc1ccc([N+](=O)[O-])cc1OC	0.1
42	CC(C)c1ccccc1NC(=O)CCc1nc2ccccc2s1	i
43	CCOc1cc(CNCc2cccs2)ccc1OCC(=O)NC(C)(C)C	i
44	Cc1cc(/C=N\NC(=O)CC(=O)NC2CCCCC2)c(C)n1-c1cccc(Cl)c1Cl	22.7*
45	Cc1ccc(S(=O)(=O)Nc2ccncc2)c(C)c1N(C)S(=O)(=O)c1ccc(Cl)cc1	0.6
46	CCN(CC)Cc1ccccc1Sc1ccccc1	i
47	Cc1ccc(C(=O)NC(=S)NCC2CCCO2)cc1Br (centres undefined)	0.2
48	CCCc1nnc(-c2cc(OC)c(OC)c(OC)c2)o1	i

Remaining list, next part
cpd	smiles	Dengue inhibitors
49	CCOC(=O)c1c(-c2ccccc2Cl)csc1NC(=O)CSc1nc(C)cc(=O)[nH]1	0.7
50	CC(OC(=O)c1cccc(S(=O)(=O)Nc2cccc(C(F)(F)F)c2)c1)C(=O)Nc1ccc2c(c1)OCCO2 (centres undefined)	1.9
51	CCc1ccccc1N/C(=N\S(=O)(=O)c1ccccc1)C(F)(F)F	0.0
52	CCNC(=S)Nc1cc(OCC)c(NC(=O)c2cccs2)cc1OCC	i
53	Cc1ccc(CNc2ccc(S(=O)(=O)N3CCOCC3)cc2[N+](=O)[O-])cc1	0.8
54	CCC(C)(C)NC(=O)c1cc([N+](=O)[O-])ccc1N1CCCCC1	0.2
55	N#Cc1c(-c2ccccc2)nc(SCC(=O)N(c2ccccc2)c2ccccc2)[nH]c1=O	i
56	Cc1cccc(N)c1SC1CCCCC1O (centres undefined)	1.2
57	CCOC(=O)N1CCN(C(=S)NC(=O)c2cncc(Br)c2)CC1	0.8
58	CS(=O)(=O)Nc1cccc(C2=NN(S(C)(=O)=O)C(c3ccc4c(c3)OCO4)C2)c1 (centres undefined)	i
59	CC(=O)N1CCc2c(sc3c2c(=O)n(-c2ccccc2)c(=O)n3Cc2ccccc2Cl)C1	i
60	C/C(=N/NC(=O)Nc1ccccc1)c1ccc(C)cc1	0.0

2 entries picked at random from those above:
cpd	smiles	Dengue inhibitors
49	CCOC(=O)c1c(-c2ccccc2Cl)csc1NC(=O)CSc1nc(C)cc(=O)[nH]1	0.7
50	CC(OC(=O)c1cccc(S(=O)(=O)Nc2cccc(C(F)(F)F)c2)c1)C(=O)Nc1ccc2c(c1)OCCO2 (centres undefined)	1.9

New compounds follow
cpd	smiles	Dengue inhibitors
61	O=C(O)C1=C[C@H](c2ccc3c(c2)OCO3)C[C@H](OCc2ccc(CO)cc2)O1	1.5
62	CCOc1ccc(N2C(=O)CN(C)C2=S)cc1	i
63	O=C(Nc1ccc2c(c1)OCO2)c1ccc(NC2CC2)c([N+](=O)[O-])c1	0.7
64	COCCn1c(=NC(=O)c2cccs2)sc2cc(NC(C)=O)ccc21	i
65	CC(C)c1nnc(NC(=O)CCC(=O)N2CCN(C3c4ccccc4-c4ccccc43)CC2)s1	i
66	Cc1ccc(C2C3=C(CC(C)(C)CC3=O)NC3=C2C(=O)c2ccccc23)cc1 (centres undefined)	6.8
67	CCN(CC)S(=O)(=O)c1cc(NS(=O)(=O)c2cccc(Cl)c2Cl)ccc1C	1.3
68	O=C(CSc1nnc(-c2ccc(Cl)cc2)n1-c1ccc(Cl)cc1)N/N=C/c1ccco1	1.5
69	C/C(=N\N=C\c1ccc(N(C)C)cc1)c1cccc([N+](=O)[O-])c1	1.0
70	O=C(Nc1cccc(C(F)(F)F)c1)c1cccnc1NCCc1ccccc1	2.5
71	O=C(NCc1ccccc1)c1onc(CSc2ccc(F)c(F)c2)c1C(=O)NCc1ccccc1	0.6
72	Cc1ccc(C(=O)N/C(=C/c2ccc(Cl)cc2)C(=O)Nc2cccc(C(=O)O)c2)cc1	i

Later entries.
cpd	smiles	Dengue inhibitors
73	N#C/C(=C\c1ccc(/C=C(/C#N)c2nn(CCO)c(N)c2C#N)cc1)c1nn(CCO)c(N)c1C#N	0.5
74	S=C(c1cn(Cc2ccc(Br)cc2)c2ccccc12)N1CCOCC1	9.8
75	COc1ccc(/C=N/N=C2/NC(=O)C(CC(=O)O)S2)cc1OCc1ccccc1Cl (centres undefined)	i
76	C=CCn1c(Cc2cccc3ccccc23)n[nH]c1=S	0.6
77	S=C(NCCc1ccccc1)NCC1CCCO1 (centres undefined)	i
78	COCCn1c(=NC(C)=O)sc2cc([N+](=O)[O-])ccc21	0.1
79	CCCC(=O)NNC(=O)c1ccoc1C	1.2
80	Cc1ccc2nc(-c3cccc(NS(C)(=O)=O)c3)cc(-c3ccccc3)c2c1	24.6*
81	Cc1ccc(CN2C(=O)C(CC(C)C)Nc3ncnc(N4CCN(c5ccccc5)CC4)c32)cc1 (centres undefined)	37.1*
82	CC(C)(C)NC(=O)c1cccc(NC(=O)CSc2ccc(Cl)cc2)c1	0.7
83	CCn1c(SCC(=O)N/N=C/C=C/c2ccco2)nnc1-c1ccc(OC)cc1	i
84	CCc1cccc(NC(=O)Cc2ccc([N+](=O)[O-])cc2)c1	0.1

Next section
cpd	smiles	Dengue inhibitors
85	COc1ccccc1NC1=C(Cl)C(=O)N(c2ccccc2)C1=O	0.3
86	Cc1nn(-c2ccccc2)c(Cl)c1/C=C(\C#N)C(=O)NC(C)C	20.0*
87	COc1cc(C(=O)N/N=C(\C)Cn2nc([N+](=O)[O-])cc2C)ccc1O	i
88	C=CC[C@@H]1Cc2c(Br)ccc(Br)c2[C@@H](CC=C)N1	2.3
89	COc1cccc(NC(=O)c2cc([N+](=O)[O-])ccc2NCc2cccnc2)c1	i
90	CC1CCCCC1NC(=O)C1CC=CCC1C(=O)O (centres undefined)	0.1
91	Cc1cccc(OCCOCCN2CCNCC2)c1C	0.2
92	N/C(=N\OC(=O)COc1ccc(Br)cc1Cl)c1cccnc1	1.1
93	CN1CCC2(CC1)N=C(c1ccc(F)cc1)C(=S)N2C(=O)c1ccccc1	i
94	COc1ccc(CCNC(=O)CC2SC(=NCCc3ccccc3)NC2=O)cc1 (centres undefined)	i
95	O=C(COc1ccc(Cl)cc1Cl)NN=C1c2ccccc2-c2ccccc21	0.1
96	O=C(CSc1nnc(CNC(=O)C23CC4CC(CC(C4)C2)C3)n1-c1ccc(F)cc1)Nc1ccc(F)cc1	3.7

(further entries)
cpd	smiles	Dengue inhibitors
97	CC(C)Oc1cccc(C(=O)NC(=S)Nc2cccc(NC(=O)c3ccccc3Cl)c2)c1	2.0
98	COc1ccc(/C(N)=N/OC(=O)C2CCC(=O)N2S(=O)(=O)c2ccc(C)cc2)cc1OC (centres undefined)	i
99	COc1ccc(OCCSc2nnc(Cc3cccc4ccccc34)n2N)cc1	i
100	N#Cc1c(NC(=O)CSc2nc(-c3ccccc3)cc(C(F)(F)F)n2)sc2c1CCC2	4.9
101	S=C(NCc1ccco1)Nc1cc(Cl)c(Cl)cc1Cl	0.8
102	O=C(N/N=C/c1cc([N+](=O)[O-])ccc1O)C1CCCCC1	0.5
103	COC(=O)[C@@]1(Cc2ccc(F)cc2)[C@H]2c3cc(C(=O)N(C)C)n(C[C@H](O)CO)c3C[C@H]2CN1C(=O)c1ccccc1	0.2
104	C/C(=N\Nc1nc(Cl)c(Cl)cc1Cl)c1ccc(S(=O)(=O)NCc2ccco2)cc1	8.5*
105	Cc1ccc2nc(C)c(C(=O)N/N=C/c3cccs3)cc2c1	0.3
106	Nc1cc(N)nc(SCc2nnnn2-c2ccc(Cl)cc2)n1	i
107	Cn1cnnc1SCC(=O)Nc1cc(S(=O)(=O)N2CCCCCC2)ccc1Cl	i
108	O=C(C1=NN[C@@H]2C(=O)N(c3ccccc3C(F)(F)F)C(=O)[C@H]12)C(c1ccccc1)c1ccccc1	i

(cont.)
cpd	smiles	Dengue inhibitors
109	Cc1ccc(S(=O)(=O)N2CCCCC2)cc1NC(=O)COC(=O)c1cc[n+]([O-])cc1	0.1
110	CC1(OC(=O)C2CCCC2)C(=O)C=C2C=C3CCCCN3C=C2C1=O (centres undefined)	i
111	COC(=O)c1sc(NC(=S)NC(=O)c2cccc(C)c2)nc1C	1.1
112	Cc1ccc(-n2c(SCC(=O)NNC(=S)Nc3ccccc3)nc3ccccc3c2=O)cc1	0.3
113	O=[N+]([O-])c1ccc(OCCCCN2CCCCC2)cc1	i
114	CCCC1=C/C(=C/c2ccc(-c3ccccc3OC)o2)C(=O)O1	0.2
115	CCN1C(=O)C(CC(=O)Nc2ccc(OC)cc2)N(Cc2ccco2)C1=S (centres undefined)	i
116	C/C=C/c1ccc(OCCOc2cc(C=O)ccc2OC)c(OC)c1	9.8
117	CCN(CC)S(=O)(=O)c1ccc(N2CCOCC2)c(NS(=O)(=O)c2cc(C(C)(C)C)ccc2C)c1	6.4
118	CC(C)CCNC(=O)NC(=O)COC(=O)C1CCN(S(=O)(=O)c2ccccc2F)CC1	i
119	O=C(Nc1ccccc1N1CCOCC1)c1cccc([N+](=O)[O-])c1	0.9
120	Cn1cc(Cl)c(C(=O)NNC(=S)NC2CCCCC2)n1	i
121	CCOC(=O)C1=C(C(F)(F)F)Nc2ncnn2C1c1cc(OC)ccc1OC (centres undefined)	i
122	COc1ccc(C(=O)NNC(=S)NC(=O)c2ccccc2[N+](=O)[O-])cc1	i
123	CCn1nc(C(=O)NCc2ccco2)c(Cl)c1Cl	i
